KOR beta-arrestin-1 = KOR antagonists, beta-arrestin recruitment, cell-based, luminescence, uHTS (AID 1778). 290,000 compounds, 0.091% hits. one-dose inhibition, % at 10 µM; IC50 in µM for titrated hits. KOR beta-arrestin recruitment, luminescence, antagonist mode; higher % means a stronger effect; note: strong numbers were not always called active
NOD1 inhibition = NOD1 signaling inhibitors, primary screen, cell-based, luminescence, uHTS (AID 1578) | 290,000 compounds, 1% hits | inhibition, % at 4 µM, or EC50 in µM where a hit was titrated | NOD1-driven NF-kB luciferase reporter cells, luminescence; higher % means a stronger effect; in the data active = inhibition mostly above about 36%, no sharp cut-off; inactive = mostly below about 34%;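 note: HEK-293T reporter cells stimulated with the NOD1 agonist gamma-tri-DAP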
HEK293 NOD2/NF-kB = NOD2 signaling inhibitors, cell-based, luminescence, uHTS, HEK293 (AID 1566). HEK293 NOD2/NF-kB luciferase reporter, luminescence; higher % means a stronger effect. inhibition, % at 4 µM; hits with a dose series show EC50 in µM. 290,000 compounds, 0.63% hits; note: many of its hits are not listed in these tables
MgcRacGAP inhibition = MgcRacGAP GTPase-activating activity inhibitors, confirmation, biochemical, ADP Hunter fluorescence | one-dose inhibition, % at 30 µM; IC50 in µM for titrated hits | MgcRacGAP-stimulated Rac1 GTP hydrolysis, ADP Hunter fluorescence; higher % means a stronger effect; GST-tagged Rac1 F28L mutant substrate | AID 624330 | 340,000 compounds, 0.6% hits;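 active = first-screen hits whose inhibition reached a set limit at any dose in the follow-up dose series; inconclusive = inhibition above the set first-screen limit but never retested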;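 note: fluorescence reports GDP produced by GAP-driven GTP hydrolysis; strong numbers were not always called active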
GPR55 antagonists = GPR55 antagonists blocking LPI-driven arrestin recruitment, primary screen, imaging, U2OS, beta-arrestin-GFP, LPI agonist (AID 2013) | U2OS GPR55 beta-arrestin-GFP translocation imaging, LPI antagonism; higher % means a stronger effect | inhibition, % at 10 µM; hits with a dose series show IC50 in µM | 290,000 compounds, 0.13% hits;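 active = spots per cell inhibited over 60%, with over 100 cells counted and total cytoplasm intensity under 500,000; inconclusive = wells with under 100 cells, flagged as likely toxic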;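 note: U2OS cells stably carrying GPR55 and arrestin-GFP stimulated by 5 µM LPI near EC80; imaged beta-arrestin-GFP aggregate spots per cell after agonist stimulation; plate controls were LPI-stimulated DMSO wells for no effect and DMSO wells without LPI for full effect; some results filed as inactive read as strong as hits; confirmed hits need IC50 under 10 µM and bright autofluorescent wells are also inconclusive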
KOR beta-arrestin-2 = KOR agonists, beta-arrestin recruitment, primary screen, cell-based, luminescence, uHTS (AID 1777); KOR beta-arrestin recruitment, luminescence; higher % means a stronger effect; activation, % at 10 µM; hits with a dose series show EC50 in µM; 280,000 compounds, 0.02% hits; in the data active = activation above about 50%, passing the limit was not always enough; note: a part of the inactive calls stands beside numbers as strong as those of hits
Large T inhibition = SV40 large T antigen inhibitors, biochemical (AID 1903). one-dose inhibition, % at 20 µM; IC50 in µM for titrated hits. SV40 large T antigen ATPase/helicase inhibition assay; higher % means a stronger effect. 310,000 compounds, 0.39% hits; in the data active = a potency from the dose series; inconclusive = inhibition mostly from about 32% at the one dose, without a potency; inactive = the rest, 99 in 100 with inhibition below about 32%; note: strong numbers were not always called active
HIV fusion peptide = inhibitors of HIV fusion peptide binding, primary screen, biochemical, uHTS, fluorescence dequenching (AID 1986); cell-free peptide binding, fluorescence dequenching, 30 min; higher % means a stronger effect; inhibition, % at 20 µM; hits with a dose series show IC50 in µM; 290,000 compounds, 0.3% hits; in the data active = inhibition mostly above about 52%, no sharp cut-off; inactive = mostly below about 76%; note: some results filed as inactive read as strong as hits
GPR55 activation = GPR55 agonists via beta-arrestin recruitment, primary screen, imaging, U2OS cells, beta-arrestin-GFP redistribution (AID 1961); U2OS GPR55 beta-arrestin-GFP redistribution imaging; higher % means a stronger effect; activation, % at 10 µM; hits with a dose series show EC50 in µM; 290,000 compounds, 0.048% hits;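 active = activation above 40% with more than 50 cells counted in the well; inconclusive = wells holding fewer than 50 cells, flagged as toxic or sparse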;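 note: U2OS osteosarcoma cells stably expressing GPR55 and beta-arrestin-GFP; plate controls were DMSO negative control for no effect and LPI positive control for full effect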
* marks the source's active call; other numbers are inactive results; u = inconclusive; x = no result given; [ ] = remark or other dose. Cut-off read from the data, not from the text of the source, unless noted: active = inhibition above about 50%; inactive = the rest.

SMILES	KOR beta-arrestin-1	NOD1 inhibition	HEK293 NOD2/NF-kB	MgcRacGAP inhibition	GPR55 antagonists	KOR beta-arrestin-2	Large T inhibition	HIV fusion peptide	GPR55 activation
Cc1cc(N2CCN(C)CC2)nc2ccccc12	15%	1%	2%	-6%	-2%	-3.0%	-5%	-1.0%	0.0%
O=C(C(Cc1ccccc1)NS(=O)(=O)c1cccc2nsnc12)N1CCC2(CC1)OCCO2 (stereo not given)	21%	-10%	-14%	3%	21%	-3.8%	7%	103%*	0.3%
CCOC(=O)c1c(/N=C/c2c(O)n(-c3cccc(C)c3)c(=O)[nH]c2=O)sc2c1CCCC2	-9%	9%	13%	12%	17%	0.1%	1%	15%	0.4%
CCOc1ccccc1CN1C2CCC1CC(c1ccc(C)cc1)C2 (stereo not given)	5%[20 µM]	-24%	-39%	4%	20%	-3.9%	8%	-0.4%	-0.3%
O=C1CC(=O)N(c2ccc3c(c2)OCO3)C(=O)N1	4%	x	14%	-1%	9%	2.9%	33%	8.6%	-0.2%
Cc1csc2c(N3CCN(C(=O)Nc4ccc(Cl)c(Cl)c4)CC3)ncnc12	-51%	4.8µM*	5µM*	9%	8%	3.1%	4%	1.7%	-0.2%
COc1ccc(/C=N/N=C(/N)N[N+](=O)[O-])c(OC)c1	-1%	-59%	-17%	9%	17%	-1.3%	-2%	1.5%	0.0%
Cc1cc(C(=O)C[N+]23CCN(CC2)CC3)c(C)n1-c1ccc(Br)cc1	14%	-28%	20%	-1%	5%	-7.5%	9%	-0.8%	-0.2%
CP(=O)(Nc1ccccc1)C(Cl)(Cl)Cl (stereo not given)	-31%	-35%	-10%	8%	-2%	1.3%	70%	-1.4%	0.7%
C[N+](C)(C)CCc1ccc(O)cc1	11%	-5%	4%	-3%	-5%	-3.4%	14%	-1.1%	0.2%
CCOC(=O)C1=C(N)Oc2cc(C)oc(=O)c2C12C(=O)N1c3c(cc(OC)cc32)C(C)=CC1(C)C (stereo not given)	-32%	-14%	4%	15%	3%	-2.2%	21%	2.7%	0.2%
COC(=O)c1nc(-c2ccc3c(n2)C(=O)C(N)=C(OC)C3=O)c(N)c(-c2ccc(OC)c(OC)c2O)c1C	-7%	1%	57%*	0%	5%	10%	3%	26%	0.3%
CCN(c1ccc(C(O)(C(=O)OC)C(F)(F)F)cc1)S(=O)(=O)c1ccccc1 (stereo not given)	16%	-7%	16%	4%	-6%	1.1%	7%	-2.6%	-0.2%
O=C(CCN1CCCCC1)Nc1ccc(Cl)cc1C(=O)c1ccccc1	-6%	6%	14%	12%	9%	-2.2%	7%	0.5%	0.0%
O=C(O)C1C2CCC(O2)C1C(=O)Nc1ccc(F)c(F)c1 (stereo not given)	-7%	-8%	-5%	1%	11%	-6.0%	5%	0.6%	-0.1%
COc1ccc(N2C(=O)/C(=C/c3cc(C)n(-c4ccc(C)cn4)c3C)C(=O)NC2=S)c(OC)c1	26%	-24%	13%	11%	42%	1.0%	13%	36%	-0.3%
O=c1[nH]c(=S)n(-c2ccccc2)c(O)c1C=NCc1ccccn1	22%	-15%	10%	x	13%	3.6%	8%	-1.0%	0.0%
CC1(C)C2([N+](=O)[O-])CN3CC1([N+](=O)[O-])CN(C2)C3c1ccccn1 (stereo not given)	21%	2%	20%	1%	9%	1.4%	12%	-0.3%	-0.1%
CN1CCN(CC(=O)Nc2ccc(Cl)cc2C(=O)c2ccccc2)CC1	8%	-39%	11%	1%	11%	1.8%	1%	1.1%	-0.1%
Cc1ccc(C(C)C)c(OCC#CCN2CCCC2)c1	-24%	-27%	-6%	u	19%	2.6%	6%	1.6%	0.0%
CCC(=O)N1c2ccc(S(=O)(=O)CCC(=O)N3CCC4(CC3)OCCO4)cc2CC1C (stereo not given)	-8%	2%	10%	9%	4%	-0.3%	-3%	-1.7%	0.3%
COc1ccccc1CCNCc1cccc(C(F)(F)F)c1	1%	-12%	14%	15%	-2%	0.2%	10%	0.6%	-0.1%
O=C(Cn1cc(C=C2C(=O)NC(=O)NC2=O)c2ccccc21)NCC1CCCO1 (stereo not given)	-40%	-15%	5%	4%	0%	2.1%	8%	61%*	-0.1%
CCN(CC)c1ccc(CC2C(=O)N(C)C(=O)N(C)C2=O)cc1	32%	-28%	4%	2%	-4%	4.5%	25%	4.8%	-0.1%
CN1CCN(C(=O)Cc2ccccc2)CC1	13%	-7%	0%	1%	-7%	1.6%	12%	1.8%	0.5%
Cc1cc(Cl)ccc1C(=O)C1CCCN(Cc2ccon2)C1 (stereo not given)	-8%	-12%	1%	6%	0%	-5.0%	7%	-1.3%	0.6%
NCC1(CC(=O)O)CCCCC1	-6%	-18%	13%	x	5%	-2.5%	17%	-1.7%	-0.2%
COc1cccc(C(=O)C2CCCN(Cc3ccc(F)cc3)C2)c1 (stereo not given)	32%	-24%	-20%	10%	18%	-4.5%	25%	-0.7%	0.2%
O=C(c1ccc(Cl)cc1)N1CCC2(CC1)OCCO2	-32%[20 µM]	-12%	4%	9%	2%	3.2%	3%	-1.9%	-0.4%
CC(=O)c1ccc(OCC(=O)N2CCCC(N(C)Cc3ccccc3)C2)cc1 (stereo not given)	14%	-34%	-14%	10%	19%	1.1%	5%	-1.2%	-0.1%
Cc1cccc(-n2c(O)c(C=NCCCN3CCOCC3)c(=O)[nH]c2=O)c1C	3%	-18%	5%	10%	12%	-1.7%	6%	0.1%	-0.1%
O=C(N/N=C/c1c(O)n(CCc2ccccc2)c(=O)[nH]c1=O)c1ccncc1	42%	-16%	18%	5%	4%	-0.5%	8%	49%	-0.5%
CSCCC(N=Cc1c(O)n(-c2ccc(Cl)cc2)c(=O)[nH]c1=O)C(=O)OC(C)(C)C (stereo not given)	4%	11%	9%	6%	1%	-1.3%	-3%	-1.8%	-0.1%
CCOc1ccccc1N=C1SCCCN1C	-12%	14%	12%	7%	-3%	0.3%	2%	-1.2%	0.3%
O=C(COc1ccc(Cl)cc1)N1CCN(C/C=C/c2ccccc2)CC1	2%	20%	-2%	0%	-2%	1.1%	8%	-1.0%	0.0%
COC(=O)C(O)(c1c(C)[nH]c2ccccc12)C(F)(F)F (stereo not given)	9%	6%	0%	9%	18%	2.4%	3%	-1.5%	-0.1%
CN1C2CCC1CC(OC(=O)c1ccc([N+](=O)[O-])cc1)C2 (stereo not given)	x	-26%	4%	4%	10%	-1.9%	22%	10%	-0.4%
CCCC[N+]12CCC(CC1)C(=C(c1ccccc1)c1ccccc1)C2	39%	-26%	13%	3%	11%	3.4%	1%	1.1%	0.5%
O=C1Nc2ccccc2Sc2ccccc21	-11%[20 µM]	-24%	-13%	2%	1%	-4.3%	3%	-1.0%	-0.1%
CCCc1c(C)nc(SCC(=O)C(C)(C)C)nc1OC(=O)N(C)C	1%	-5%	4%	10%	-2%	-4.0%	9%	0.8%	0.2%
Fc1ccc(CNCCc2c[nH]c3ccccc23)cc1	-18%	-26%	-14%	10%	-6%	-3.4%	7%	-1.3%	-0.1%
O=P(NS(=O)(=O)c1ccc(Br)cc1)(Oc1ccccc1)Oc1ccccc1	-3%	-1%	3%	3%	7%	0.2%	8%	-1.7%	0.2%
Cc1ccc(C)c(C2(O)CC(C)N(C)CC2C)c1 (stereo not given)	-39%	-25%	-6%	7%	31%	5.0%	12%	1.9%	0.2%
O=C(O)CCn1cc(C=C2C(=O)NC(=S)NC2=O)c(-c2cccc(Cl)c2)n1	-3%[20 µM]	-13%	17%	29%	10%	6.7%	76µM*	26%	0.2%
Cc1ccc(OCC(=O)N2CCN(CC3CC4C=CC3C4)CC2)cc1 (stereo not given)	-6%	-17%	-20%	293µM*	-12%	-2.1%	4%	0.1%	-0.2%
Cc1ccc(-n2c(O)c(C=NCCN(C)C)c(=O)[nH]c2=O)cc1	-48%	6%	14%	1%	1%	2.5%	13%	1.3%	-0.2%
COc1cccc(NC(=O)N2CCC3(CC2)OCCO3)c1	-3%	-24%	-5%	8%	1%	3.0%	2%	-1.1%	0.3%
Cc1cccnc1-n1c(CN2C(=O)c3ccccc3C2=O)nc2ccccc2c1=O	-6%	-2%	-2%	8%	-10%	2.8%	21%	-1.2%	0.2%
Fc1ccc(CCNCc2cccc(Cl)c2)cc1	-29%	24%	7%	8%	6%	1.2%	-2%	-3.3%	0.0%
COc1ccc(F)cc1C(=O)C1CCCN(Cc2cnc(C)s2)C1 (stereo not given)	-10%	-29%	-9%	-2%	-5%	-3.7%	4%	-1.6%	-0.3%
(further entries)
SMILES	KOR beta-arrestin-1	NOD1 inhibition	HEK293 NOD2/NF-kB	MgcRacGAP inhibition	GPR55 antagonists	KOR beta-arrestin-2	Large T inhibition	HIV fusion peptide	GPR55 activation
COc1ccc(OC)c(CNCCc2ccc(OC)c(OC)c2)c1	-14%	0%	2%	17%	1%	-0.2%	4%	0.3%	0.5%
O=c1[nH]c(=O)n(Cc2ccccc2)c(O)c1C=NCCCO	30%	-16%	10%	9%	-4%	-5.7%	1%	18%	-0.1%
Cc1ccc(NC(=O)CSc2ncnc3ccccc23)cc1S(=O)(=O)N1CCCCC1	6%	4.4µM*	4.7µM*	4%	0%	-1.6%	4%	1.1%	0.1%
O=C(NCCN1CCOCC1)c1ccc(Cl)nc1Cl	-31%[20 µM]	-32%	18%	1%	-6%	-4.7%	18%	0.2%	-0.1%
C=CCn1c(O)c(/C(C)=N/N2CCN(C)CC2)c(=O)[nH]c1=O	39%	6%	22%	4%	1%	-0.4%	9%	-0.7%	0.2%
O=C1NC(=O)C(=Cc2ccc(-c3ccc(F)cc3O)o2)C(=O)N1	-106%[20 µM]	-20%	7%	u	45%	1.6%	40µM*	16%	16%
CC(C)Oc1ccc(C2(C#N)CC[N+](C)(C)CC2)cc1	28%	-26%	12%	5%	7%	11%	5%	-0.1%	0.2%
COc1cc(OC)cc(-n2nc(C(=O)N3CCC4(CC3)OCCO4)c3ccccc3c2=O)c1	-6%	x	-3%	5%	2%	0.1%	0%	0.1%	-0.1%
O=[N+]([O-])c1ccc(NCCO)c2ncccc12	26%	-4%	13%	5%	5%	6.5%	17%	1.2%	-0.3%
CN(C)C(=O)Oc1ccc(OCc2n(C)c3ccccc3[n+]2C)cc1	-9%	-16%	10%	-1%	8%	1.2%	16%	2.3%	-0.5%

Some of the entries above, set out differently:
Order of results – KOR beta-arrestin-1 | NOD1 inhibition | HEK293 NOD2/NF-kB | MgcRacGAP inhibition | GPR55 antagonists | KOR beta-arrestin-2 | Large T inhibition | HIV fusion peptide | GPR55 activation
- O=[N+]([O-])c1ccc(NCCO)c2ncccc12
→ 26% | -4% | 13% | 5% | 5% | 6.5% | 17% | 1.2% | -0.3%
- CN(C)C(=O)Oc1ccc(OCc2n(C)c3ccccc3[n+]2C)cc1
→ -9% | -16% | 10% | -1% | 8% | 1.2% | 16% | 2.3% | -0.5%

Source: PubChem BioAssay (several laboratories)

A portion of the library; the hit share may differ from the screen's.
